Assay outcomes as filed in PubChem BioAssay.
TrxR1 inh – qHTS Assay for Inhibitors of Mammalian Selenoprotein Thioredoxin Reductase 1 (TrxR1): qHTS. Potency, µM (series often up to 114 µM), for inactives: top-dose activity change, negative = inhibition, most hits filed as inhibitors. Thioredoxin reductase 1, cytoplasmic (Rattus norvegicus), O89049. 390,000 compounds, 1% hits. AID 588453, 2011. recombinant rTrxR1, NADPH fluorescence consumption, selenite substrate; note: potency is the fitted concentration of half-maximal effect; % is set by controls: 0 for no effect and ±100 for the full control effect; nearly all actives have a fitted effect of over 65% in size
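Rat TrxR1 (90 nM in the dispensed reagent) was pre-reduced with 400 uM NADPH for 5 min at room temperature, then incubated with compound for 15 min. After 400 uM selenite was added, NADPH fluorescence (Ex 340/Em 450 nm) was followed for 8 min.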
Vif-A3F inh – qHTS for Inhibitors of Vif-A3F Interactions: qHTS; HeLa A3F-eYFP + Vif (tagged APOBEC3F with the HIV-1 protein that degrades it), YFP fluorescence increase; Potency, µM (series often up to 46.1 µM), without a hit: at the top dose activity, negative = active; 390,000 compounds, 0.2% hits; AID 602313, 2012; note: potency is the fitted concentration of half-maximal effect; % of control where 0% means no effect; nearly all actives have a fitted effect of over 65% in size
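HeLa cells stably expressing A3F-eYFP plus Vif, plated and incubated overnight at 37 deg C, then exposed to compounds overnight at 37 deg C. Blocked degradation read as raised yellow fluorescence (Ex 488/Em 500-530).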
LDHA block – qHTS assay for inhibitors of human lactate dehydrogenase. L-lactate dehydrogenase A chain (Homo sapiens), P00338. activity change, % (values are at about 110 or 230 µM). 480,000 compounds, 0.15% hits. purified LDHA, NADH/diaphorase-resazurin fluorescence; hits give low values; in the data active = activity change below about -30%; inconclusive = mostly about -25% to -30%;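 note: plate controls were DMSO wells for no effect and wells without enzyme for full effect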
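Remaining NADH was detected by diaphorase (0.133 mg/mL) converting 37 µM resazurin to fluorescent resorufin, read at 0 and 20 minutes. The preceding 5-minute room-temperature reaction used 2 nM LDHA, 0.2 mM sodium pyruvate and 0.06 mM NADH at pH 7.4.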
TrxR1 substrate – qHTS Assay for Substrates of Mammalian Selenoprotein Thioredoxin Reductase 1 (TrxR1): qHTS | Thioredoxin reductase 1, cytoplasmic (Rattus norvegicus), O89049 | purified TrxR1 substrate turnover, NADPH consumption readout | Potency, µM (doses to about 114 µM), inactives show top-dose activity change, negative = substrate turnover | 390,000 compounds, 0.01% hits; note: potency is the fitted concentration of half-maximal effect; % is set by controls: 0 for no effect and ±100 for the full control effect; nearly all actives have a fitted effect of over 50% in size
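Rat TrxR1, dispensed at 90 nM, was prereduced with 400 uM NADPH (final) for 5 min at ~22 deg C, then incubated with compound 15 min before 400 uM selenite. A first-read NADPH fluorescence drop versus no-compound background flagged substrates.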
Glioma ERSR ind – qHTS for Inducers of the Endoplasmic Reticulum Stress Response (ERSR) in Human Glioma: qHTS | U87-MG GRP78 promoter luciferase reporter, 16 h | Potency, µM, without a hit: top-dose activation, hits mostly activators | 420,000 compounds, 0.02% hits | AID 602332, 2012; note: potency is the fitted concentration of half-maximal effect; series mostly up to about 76 µM; % of control where 0% means no effect; nearly all actives have a fitted effect of over 35% in size
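ERSR induction read as luciferase luminescence (Bright-Glo, 10 min at room temperature) in stably transfected human U87-MG glioma cells exposed to compounds for 16 h, using GRP78 as sensor.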
mIDH1 inhibitor – qHTS for Inhibitors of mutant isocitrate dehydrogenase 1 (IDH1): qHTS. Isocitrate dehydrogenase [NADP] cytoplasmic (Homo sapiens), O75874. IDH1-R132H enzyme, NADPH consumption, diaphorase/resazurin fluorescence. Potency, µM (titrated, usually from 76.6 µM), without a hit: top-dose activity change, negative = inhibition, most hits filed as inhibitors. 390,000 compounds, 0.093% hits; note: potency is the fitted concentration of half-maximal effect; % is set by controls: 0 for no effect and ±100 for the full control effect; nearly all actives have a fitted effect of over 65% in size
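IDH1-R132H (0.5 ug/mL) preincubated 30 min with compound, then NADPH (0.016 mM) and alpha-KG (2 mM) added; 80 min at RT, pH 7.5. Remaining NADPH coupled via diaphorase/resazurin to fluorescence (540/590 nm); concentration-response curves normalized to no-enzyme control.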
Vif-APOBEC3G blk – qHTS for Inhibitors of Vif-A3G Interactions: qHTS; AID 602310, 2012; DNA dC->dU-editing enzyme APOBEC-3G (Homo sapiens), Q9HC16; 410,000 compounds, 0.076% hits; HeLa A3G-eYFP + Vif (tagged APOBEC3G with the HIV-1 protein that degrades it), YFP fluorescence, overnight; Potency, µM (series often up to 46.1 µM), inactives show at the highest dose activity, negative = active, hits mostly inhibitors;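 note: potency is the fitted concentration of half-maximal effect; % is set by controls: 0 for no effect and ±100 for the full control effect; nearly all actives have a fitted effect of over 60% in size; hits raise eYFP signal because A3G escapes Vif-driven loss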
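HeLa cells stably expressing Vif and C-terminally eYFP-tagged A3G, seeded overnight at 37 deg C, then exposed to compound by pintool overnight at 37 deg C. Rise in yellow fluorescence (Ex 488/Em 500-530, Acumen) marks blocked Vif-driven A3G degradation.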
USP1-UAF1 inh – Inhibitors of USP1/UAF1: Primary Screen | Ubiquitin carboxyl-terminal hydrolase 1 (Homo sapiens), O94782 | recombinant USP1/UAF1, Ub-Rhodamine cleavage fluorescence | Potency, µM (series often up to 57.1 µM), for the others: at the top dose activity change, negative = inhibition, actives largely listed as inhibitors | 390,000 compounds, 0.23% hits | AID 743255, 2014; note: potency is the fitted concentration of half-maximal effect; % is set by controls: 0 for no effect and ±100 for the full control effect; nearly all actives have a fitted effect of over 60% in size; inactives centre near -12
Target sequence (O94782 whole entry, looked up): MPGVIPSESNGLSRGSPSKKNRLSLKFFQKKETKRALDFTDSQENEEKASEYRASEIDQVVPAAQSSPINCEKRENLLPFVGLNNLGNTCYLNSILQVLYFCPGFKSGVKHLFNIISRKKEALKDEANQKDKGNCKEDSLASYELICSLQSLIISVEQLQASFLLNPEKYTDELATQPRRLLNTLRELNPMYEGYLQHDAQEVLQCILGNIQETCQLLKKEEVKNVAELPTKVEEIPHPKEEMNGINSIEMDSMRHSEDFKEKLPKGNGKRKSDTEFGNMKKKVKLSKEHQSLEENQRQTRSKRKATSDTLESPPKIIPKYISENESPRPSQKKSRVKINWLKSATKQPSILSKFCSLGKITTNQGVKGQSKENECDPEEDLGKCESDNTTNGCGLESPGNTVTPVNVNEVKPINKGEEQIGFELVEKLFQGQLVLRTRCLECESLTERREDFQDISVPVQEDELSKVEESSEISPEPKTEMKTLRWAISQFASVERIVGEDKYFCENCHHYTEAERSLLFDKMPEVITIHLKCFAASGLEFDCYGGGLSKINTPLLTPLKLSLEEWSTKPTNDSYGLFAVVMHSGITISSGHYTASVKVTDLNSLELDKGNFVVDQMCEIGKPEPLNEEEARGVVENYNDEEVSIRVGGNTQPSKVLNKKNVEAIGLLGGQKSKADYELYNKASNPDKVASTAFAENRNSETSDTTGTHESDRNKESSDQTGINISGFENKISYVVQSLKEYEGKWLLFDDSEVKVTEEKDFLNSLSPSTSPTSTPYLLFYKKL
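USP1/UAF1 complex at 1 nM was preincubated with compound for 15 min at room temperature, then Ub-Rho substrate (150nM final) was added. Fluorescence (480/540 nm) was read kinetically, 6 reads every 60 seconds.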
RGS4 inhibitor – Inhibitors of Regulator of G Protein Signaling (RGS) 4: qHTS; Regulator of G-protein signaling 4 (Homo sapiens), P49798; Transcreener GDP fluorescence polarization, RGS4-accelerated GTP hydrolysis; Potency, µM (titrated, usually from 114 µM), without a hit: at the highest dose activity change, negative = inhibition, actives largely listed as inhibitors; 390,000 compounds, 0.039% hits; note: potency is the fitted concentration of half-maximal effect; % is set by controls: 0 for no effect and ±100 for the full control effect; nearly all actives have a fitted effect of over 75% in size; some results filed as inactive show a strong effect at the top dose
Target sequence (P49798 whole entry, looked up): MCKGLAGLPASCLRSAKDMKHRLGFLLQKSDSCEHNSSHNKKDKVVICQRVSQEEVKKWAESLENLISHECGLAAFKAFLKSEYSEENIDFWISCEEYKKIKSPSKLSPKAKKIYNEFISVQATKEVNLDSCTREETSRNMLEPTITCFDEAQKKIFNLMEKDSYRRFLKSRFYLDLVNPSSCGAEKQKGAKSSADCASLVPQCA
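MLSMR compounds (23 nl, pin-transferred) preincubated 10 min at room temperature with a 500nM (2x) first reagent, then RGS4 at 900nM (2x) plus Transcreener GDP mix added; fluorescence polarization (620/688 nm) read before and after 90 min at 30 °C.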
Starred values were filed as active, the others as inactive; ? = inconclusive; nt = not tested or not shown; & = joins results of further samples; [ ] = dose if it differs, or a comment. Unless noted, calls come from the whole dose curve; as a rule, active = well fitted curve in the direction sought with a large enough effect; inconclusive = small, poorly fitted or top-dose-only effect, or another doubt; inactive = no such curve, though single readings can be large; an effect the other way counts as inactive or inconclusive. Some of the compounds tested; rates above refer to the full screens.

Second line of a record: TrxR1 inh	Vif-A3F inh	LDHA block	TrxR1 substrate	Glioma ERSR ind	mIDH1 inhibitor	Vif-APOBEC3G blk	USP1-UAF1 inh	RGS4 inhibitor
- O=C(Nc1ccnn1C1CCN(Cc2ccccc2F)CC1)C1CCCC1
  8%	1%	-4	-1%	-4%	-6%	-1%	3%	1%
- C=CCN1c2ccccc2[C@]23C[C@@H](C(=O)OC)N(C(=O)c4ccco4)C2=NC(C(=O)OC)=C(C(=O)OC)[C@H]13
  8%	-16%	-4	0%	2%	7%	-5%	?	3%
- COc1ccc(-c2cc(C(=O)Nc3cccc(O)c3)no2)cc1
  18%	0%	-3	0%	-13%	-2%	1%	-9%	4%
- O=C(CCc1nc2ccccc2c(=O)[nH]1)Nc1cccc(S(=O)(=O)N2CCOCC2)c1
  10%[57.1 µM]	12%	-1	0%[57.1 µM]	-2%	-3%	-9%	-14%	4%
- COc1ccc(CNc2nccs2)cc1
  0%	-3%	-1	-7%	3%	2%	-3%	-1%	-14%
- COc1cc(/C=C(\C#N)C(=O)NCC2CCCO2)ccc1O (stereo not drawn)
  -25%	2%&7%	5&-4	-6%	-1%&0%	24%&17%	-1%&0%	1%&-14%	-8%&-9%
- COc1ccc(C(=O)NCC(=O)OCC(=O)c2ccc3c(c2)OCCO3)cc1
  4%	6%	-2	-2%	-1%	2%	-5%	-12%	18%
- Cc1ccc(NC(=O)c2ccc(Cl)c(S(=O)(=O)Nc3c(C)n(C)n(-c4ccccc4)c3=O)c2)cc1Cl
  6%	8%	-8	6%	0%	2%	4%	-20%	-4%
- NCCCCC(N)c1cn([C@@H](CCC(=O)O)C(=O)N2CCNCC2)nn1 (stereo partly drawn)
  -2%[57.1 µM]	-1%	-3	-2%	-3%	-7%	0%	-4%	8%
- CCOC(=O)c1ccc2nc3c(cc2c1)CCS3
  9%	-21%	-5	5%	7%	4%	2%	-3%	-18%
- COc1ccc2[nH]cc(CCNC(=O)Nc3cccc(F)c3)c2c1
  19%	2%	3	-1%	0%	2%	-2%	-18%	15%
- O=C(O)c1ccc(CSc2nnnn2-c2ccc(F)cc2)cc1
  -5%	-5%	-6	-4%	1%	0%	6%	-12%	28%
- COc1ccc(C)cc1NC(=O)c1oc2ccc(S(=O)(=O)N3CCOCC3)cc2c1C
  25%[57.1 µM]	-14%	-1	3%[57.1 µM]	-4%	8%	-2%	9%	15%
- CC1CCCc2sc3ncn(N)c(=N)c3c21 (stereo not drawn)
  8%[57.1 µM]	5%	-7	10%	-5%	6%	1%	-11%	7%
- Nc1nc2ccccc2n1CCN1CCCC1
  1%[57.1 µM]	-5%	-2	7%[57.1 µM]	0%	2%	0%	-17%	18%
- Cn1nnnc1SCC(=O)N1CCN(S(=O)(=O)c2ccccc2)CC1
  20%	-7%	-2	7%	-3%	15%	9%	-20%	-2%
- Cc1oncc1C(=O)N1CCCC(CO)(Cc2ccc(F)cc2F)C1 (stereo not drawn)
  17%	-6%	-2	5%	9%	0%	-1%	-27%	2%
- CCOCCn1c(CCCO)nc2ccccc21
  11%	-1%	-12	-1%	-3%	14%	0%	-3%	23%
- Cc1ccc(C(=O)Cn2nc(C)c([N+](=O)[O-])c2C)c(C)c1
  15%[57.1 µM]	5%	1	-4%	4%	3%	0%	-13%	-33%
- CCCC(=O)Nc1ccc(C(=O)NN=C(C2CC2)C2CC2)cc1
  16%	-13%	-5	3%	-4%	1%	-1%	-4%	-32%
- COCCCN1C(=O)C(=O)/C(=C(/O)c2ccc(S(=O)(=O)N3CCOCC3)cc2)C1c1ccc(C(C)C)cc1 (stereo not drawn)
  14%	7%	-1	0%	3%	7%	4%	-7%	-40%
- C=CCn1c(N)c(C(=O)NC2CCCCC2)sc1=S
  -24%[57.1 µM]	-8%	-5	-4%[57.1 µM]	-2%	8%	-1%	1%	-15%
- COc1ccc(C(=O)OCc2cc(=O)oc3c(C)c(C)ccc23)cc1S(=O)(=O)N1CCOCC1
  nt	1%	-12	nt	-3%	2%	0%	-15%	nt
- Cc1cnc(CN(C)C(=O)c2cc(COc3c(F)cccc3F)on2)[nH]1
  24%[57.1 µM]	6%	-4	7%	1%	6%	0%	7%	-5%
- Cc1nc2nc(NC(=O)CC(C)C)[nH]n2c(=O)c1Cc1ccccc1
  15%	2%	-9	7%	-5%	20%	-2%	-4%	-8%
- Nc1ccc2nn(-c3ccccc3)nc2c1
  25%[57.1 µM]	-15%	20	42%[activator][57.1 µM]	-3%	-2%	-10%	?	?
- CC(C)c1ccc(NC(=O)NN2CCOCC2)cc1
  4%	-1%	-4	-9%	-7%	3%	0%	-2%	-3%[56.9 µM]
- CCn1c(SCC(=O)N(C)c2ccccc2)nc2c([nH]c3ccccc32)c1=O
  3%	0%	0	-1%	-2%	2%	0%	-23%	-31%
- CCn1c(SCC(=O)NC(C)c2ccccc2)nc2ccccc21 (stereo not drawn)
  15%	-5%	-6	0%	-2%	10%	1%	-2%	8%
- O=c1oc2ccccc2n1CCc1ccccc1
  10%	1%	-19	-3%	3%	9%	2%	0%	20%

The final two compounds of the part above are carried over, then new ones follow.
Second line of a record: TrxR1 inh	Vif-A3F inh	LDHA block	TrxR1 substrate	Glioma ERSR ind	mIDH1 inhibitor	Vif-APOBEC3G blk	USP1-UAF1 inh	RGS4 inhibitor
- CCn1c(SCC(=O)NC(C)c2ccccc2)nc2ccccc21 (stereo not drawn)
  15%	-5%	-6	0%	-2%	10%	1%	-2%	8%
- O=c1oc2ccccc2n1CCc1ccccc1
  10%	1%	-19	-3%	3%	9%	2%	0%	20%
- O=C(NC1CCCN(CCc2ccccc2)C1)c1c(F)cccc1F (stereo not drawn)
  -13%	-5%	-17	-17%	-2%	1%	1%	3%	9%
- COc1cccc(NC(=O)NNC(=O)c2ccc3c(c2)NC(=O)C(C)(C)O3)c1
  29%[57.1 µM]	-13%	1	-14%[57.1 µM]	-1%	7%	-1%	-11%	-6%
- CCCCN(C(=O)c1cccc(C)c1)c1c(N)n(CCC)c(=O)[nH]c1=O
  ?	5%	-2	-7%	-2%	0%	2%	-12%	22%
- Cc1cc(C)c2oc(-c3ccc(Cl)c(NC(=O)c4ccc(C#N)cc4F)c3)nc2c1
  15%[57.1 µM]	2%	-1	6%[57.1 µM]	5%	2%	-7%	1%	8%
- CC(=O)NC(CCS(C)(=O)=O)C(=O)Nc1ccccc1Cl (stereo not drawn)
  4%[57.1 µM]	-2%	-3&12	-10%[57.1 µM]	-3%	1%	3%	-13%	2%
- CN(C(=O)CSc1nc2cc([N+](=O)[O-])ccc2n1-c1ccc(F)cc1)C1CCS(=O)(=O)C1 (stereo not drawn)
  -2%	-5%	-2	-5%	-1%	2%	-7%	-12%	-23%
- O=C(NN=Cc1cc(Br)c(O)c(Br)c1)c1ccccc1NS(=O)(=O)c1cccs1
  ?	10%	-11	-3%	0%	12%	-3%	-27%	18%
- O=C1CN(c2nc(-c3ccccc3)c3ccccc3n2)c2ccccc2N1
  14%	-14%	-8	4%	-1%	-3%	-7%	-4%	10%
- COc1cccc(NC(=O)CNC(=O)c2ccccc2)c1
  24%	-5%	-4	8%	4%	4%	-1%	-3%	0%
- CC(C)OC(=O)c1cc2c(ccn2C)n1CC(=O)N(Cc1ccccc1)c1ccc(F)cc1
  4%	5%	0	5%	1%	2%	-3%	-15%	-16%
- O=C(NCc1ccco1)c1ccccc1O
  12%	?	4	14%	-2%	2%	1%	-9%	0%
- CCCSc1nnc(NC(=O)c2cc(=O)c3ccccc3o2)s1
  0%	5%	9&-2	-10%	-3%	0%	3%	-24%	9%
- O=C(/C=C/Nc1cccc(O)c1)c1ccccc1
  7%	-23%	0	2%	-3%	9%	-6%	-23%	9%
- COc1ccc(-n2cnc3ccccc32)cc1
  20%	-1%	-10	11%	3%	2%	-1%	-20%	-25%
- CC(=O)N1C[C@H]2CON(C)[C@H]2C[C@H]1c1ccc(-c2ccc(C#N)cc2)cc1
  nt	1%	-3	nt	-1%	-4%	2%	-14%	nt
- O=C(Nc1ccc(Br)cc1F)C1CCN(c2nc3ccccc3[nH]2)CC1
  21%[57.1 µM]	3%	-7	4%[57.1 µM]	-2%	-5%	6%	?	1%
- O=C(COC(=O)[C@H](Cc1ccccc1)NC(=O)c1cccs1)Nc1c(Cl)cccc1Cl
  -7%	3%	-5	-7%	-1%	8%	-4%	-20%	-29%
